Polio RdRp inh = inhibitors of poliovirus RNA polymerase binding and polymerization; % elongation, % (compound at 16.7 µg/mL); hit rate 0.66% among 150,000; P03300; poliovirus polymerase elongation, fluorescence polarization; stronger effect = lower value; AID 588519; in the data active = % elongation below about 90%; note: some results filed as inactive read as strong as hits
Target sequence (P03300 1749-2209 limits assumed): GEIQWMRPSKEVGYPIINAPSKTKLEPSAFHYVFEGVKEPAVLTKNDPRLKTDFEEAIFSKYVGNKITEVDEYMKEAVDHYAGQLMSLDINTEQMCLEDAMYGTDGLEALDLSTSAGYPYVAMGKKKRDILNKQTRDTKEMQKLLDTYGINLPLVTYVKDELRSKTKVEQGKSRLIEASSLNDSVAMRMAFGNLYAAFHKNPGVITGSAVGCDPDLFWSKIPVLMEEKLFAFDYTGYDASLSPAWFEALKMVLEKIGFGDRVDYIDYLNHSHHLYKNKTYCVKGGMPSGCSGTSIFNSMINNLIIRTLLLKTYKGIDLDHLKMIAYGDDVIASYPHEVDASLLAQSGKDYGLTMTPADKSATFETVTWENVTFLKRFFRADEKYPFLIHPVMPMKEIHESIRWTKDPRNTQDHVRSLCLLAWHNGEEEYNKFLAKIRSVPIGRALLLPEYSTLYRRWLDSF
Polio RdRp inh FP z-score = recorded beside Polio RdRp inh, whose call it bears; z-score; measured here: FP z-score; hits read low
An asterisk follows results filed as active.

cpd	Molecule	Polio RdRp inh	Polio RdRp inh FP z-score
1	Cc1cc(CN)c2[nH]c3c(c2c1)CCCC3	104	0.9
2	O=C(N=Nc1c(O)[nH]c2ccccc12)C1CC1c1ccccc1 (stereo unspecified)	101	-0.3
3	Cc1cc(Cl)ccc1OCC(=O)Nc1ncc(Br)s1	100	-0.8
4	OC(COC(C(F)(F)F)C(F)(F)F)CN1CCN(Cc2ccc3c(c2)OCO3)CC1 (stereo unspecified)	101	0.1
5	Cc1ccc(CCNC(=O)c2ccc(CNS(=O)(=O)c3ccccc3)cc2)cc1	104	-1.4
6	Cc1cccc(CSc2nc3nc[nH]c3c(=O)[nH]2)c1	101	0
7	Nc1n[nH]c(-c2ccc(Cl)cc2)c1Cl	101	-0.3
8	NS(=O)(=O)c1ccc2[nH]c(=S)[nH]c2c1	100	-0.1
9	Cc1ccc(-n2ncc(C(=O)N3CCN(Cc4ccccc4)CC3)c2C2CCN(C(=O)OC(C)(C)C)CC2)c(C)c1	112	1.1
10	N#CC(C(=O)NCc1cccs1)c1ccccc1 (stereo unspecified)	106	0.3
11	CSc1nc2cccc(F)c2c(=O)n1-c1ccc(C)c(C)c1	95	-1.5
12	Cc1ccc(NC(=O)CSc2nc3c(c(=O)n2-c2ccccc2)SCC3)cc1	100	-0.3
13	Cc1cccc(Cn2c(CN3CCC(C(=O)NCc4ccccc4Cl)CC3)cc3ccccc32)c1	107	0.1
14	CCC1CN(C(=O)Nc2cc(OC)cc(OC)c2)c2ccccc2S1 (stereo unspecified)	112	0.3
15	O=C(O)C1CC=CCC1C(=O)Nc1ccccc1S (stereo unspecified)	102	0
16	COc1ccc(C=Nc2ccccc2C(=O)O)cc1	106	0.3
17	O=C(/C=C/c1cccs1)NC(=S)N1CCCC1	99	-1.1
18	N#C/C(=C/Nc1cccc2ccccc12)c1nc2ccccc2o1	101	-0.3
19	CC1CCCN(CCCNS(=O)(=O)c2cc(Br)cc3c2N(C(=O)C2CC2)CC3)C1 (stereo unspecified)	101	0.3
20	Cc1cccc(NC2=NCC(=O)N2Cc2ccccc2)c1	87*	-4.3*
21	COc1nc(NC(=O)NS(=O)(=O)Nc2cccc3cccnc23)nc(OC)n1	79*	-4.3*
22	CCOc1ccc(S(=O)(=O)n2cnc3ccccc32)cc1	101	0
23	O=C(NC1CC1)c1cc(=S)[nH]c2ccccc12	109	0.5
24	CCOC(=O)/C(N=O)=C(/O)c1ccccc1	99	-0.2
25	CC1CC(=O)Nc2ccccc2N1C(=O)COC(=O)c1cn(C)c2ccccc12 (stereo unspecified)	100	-0.4
26	COc1cccc(NS(=O)(=O)c2ccc3[nH]cc(C(=O)N4CCCC4)c(=O)c3c2)c1	104	-1.6
27	CN(C(=O)CSc1nncn2c1cc1occc12)c1ccccc1	107	0
28	CCc1nnc2c3ccccc3nc(Nc3ccc(F)c(Cl)c3)n12	104	-0.2
29	Cc1ccc(N2CCN(/N=C3/C(=O)Nc4c(Cl)cc(Cl)cc43)CC2)cc1	98	-0.2
30	O=C(Nc1cccc(F)c1)/C(=C\c1cccs1)NC(=O)c1cccs1	102	0
31	CC(C)C(NS(=O)(=O)c1cccs1)C(=O)NCc1cccnc1 (stereo unspecified)	101	0.4
32	O=S(=O)(NCc1ccc2c(c1)CCO2)c1ccc(F)c(F)c1	105	0.3
33	Nc1ccc2c(c1)Nc1ccccc1CC2	98	-0.4
34	CN1C=C/C(=C\c2cc[n+](C)c3ccccc23)c2ccccc21	100	-0.7
35	COc1ccc(N2CCN(C(CNC(=O)c3cccc(Cl)c3)c3ccc4c(c3)OCO4)CC2)cc1 (stereo unspecified)	100	-1.1
36	Cc1ccc(C)c(NC(=O)Cn2nnc(C(=O)NCc3ccco3)c2N)c1	98	-0.5
37	CCCNC(=O)C1CCN(c2nnc(-n3c(C)ccc3C)s2)CC1	103	0.5
38	Cc1cc2c(cc1S(=O)(=O)N(C)CC(=O)Nc1ccc(C#N)cc1)OCC(=O)N2	111	0.9
39	CCCC(=O)n1nc(CCC)c2c1CC(C)(C)CC2=O	101	-0.5
40	O=C(NCC(=O)N1CCCC1)c1ccc(Br)o1	99	-1.5
41	CC(NC(=O)c1ccc(CO)cc1)C(=O)O (stereo unspecified)	100	-0.4
42	CCOc1ccc(-n2c(SCC(=O)Nc3ccc(CC)cc3)nc3c(oc4ccccc43)c2=O)cc1	104	-0.3
43	Cc1nnc(SC(C)C(=O)NCc2ccco2)n1C1CCCCC1 (stereo unspecified)	106	0.4
44	CCc1cccc(C)c1NS(=O)(=O)c1c(C(=O)N2CCCCCC2)c(C)n(C)c1C	107	0.2
45	O=S(=O)(c1ccccc1)N1CCCc2ccccc21	101	0
46	CSc1sc(C)cc1C(N)=O	102	-0.1
47	Cc1cccc(C)c1NC(=O)CSc1ncc2c(n1)-c1ccc(Cl)cc1N(Cc1ccccc1)S2(=O)=O	113	0.5
48	CC(=O)N1c2ccccc2NC2=C(C(=O)CCC2)C1c1ccco1 (stereo unspecified)	101	-0.1
49	N/C(=N\O)c1ccncc1	102	0.8
50	Cc1cccc(NC(=O)NC2CCCCC2)n1	100	-2

Further records follow:
cpd	Molecule	Polio RdRp inh	Polio RdRp inh FP z-score
51	O=C1CCCN2N=C(SCC(=O)NCc3ccco3)SC2=N1	103	0.6
52	CCS(=O)(=O)c1ccc(O)c(NC(=O)CSCC(=O)O)c1	102	0.2
53	Cc1cccc(-c2noc(CNC(=O)C34CC5CC(CC(C5)C3)C4)n2)c1	102	0.1
54	COCC(C)n1c(Sc2ncnc3sccc23)nc2ccccc2c1=O (stereo unspecified)	113	1
55	CN(C)/C=C/c1cc(=S)c2ccccc2s1	107	0.9
56	CCCCNC(=O)NC1C2CC3CC(C2)CC1C3 (stereo unspecified)	102	0.2
57	CC(C)Oc1nc(N)c(C#N)c(-c2ccc3c(c2)OCO3)c1C#N	104	0.6
58	CNC(=O)CCCn1nc(C)c2sc3ccccc3c2c1=O	101	-0.6
59	CCOc1ccc(-c2cc(C(=O)O)c3ccccc3n2)cc1	101	-0.2
60	Cc1cccc(NC(=O)CSc2nc3ccccc3nc2N2CCCCC2)c1C	110	0.7
61	CCOc1ccc(-c2nonc2NC(=O)c2oc3ccc(F)cc3c2C)cc1	101	-1.3
62	Nn1c(Cc2cccc3ccccc23)nnc1SC1CCOC1=O (stereo unspecified)	103	0
63	CC1CCN(C(=O)Cn2c(SCC(=O)Nc3ccc(F)cc3)nc3ccccc32)CC1	107	0.3
64	O=C(CSC1=NCCN1)C1COc2ccccc2O1 (stereo unspecified)	101	-0.2
65	CS(=O)(=O)N1CCc2cc(C(=O)N3CCN(c4ccccc4F)CC3)ccc21	105	-0.4
66	CCN(CC)C(=O)c1c(NC(=O)c2cccc(C)c2)sc2c1CCC(C)C2 (stereo unspecified)	110	1.6
67	CCc1cccc(NC(=O)c2ccc(CN3C(=O)C(C)=C(c4ccc(OC)cc4)S3(=O)=O)cc2)c1	8.0*	-8.1*
68	CCc1ccc(S(=O)(=O)c2c(C(=O)c3ccc(C)c(C)c3)cnc3ccccc23)cc1	108	0.5
69	CN(CCC(N)=O)Cc1ccccc1	101	-0.1
70	O=C(NCC(=O)N1CCc2ccccc2C1)c1ccc2c(c1)OCO2	101	-0.3
71	Cn1nnc2cc(C(=O)NC3CC3)ccc21	108	0.7
72	CCOC(=O)c1sc(N=Nc2cc3c4c(c2O)CCCN4CCC3)c(C(=O)OCC)c1C	100	0
73	Cn1nnc(NCc2cc(Br)ccc2OCc2ccccc2F)n1	98	-1.1
74	O=C(Nc1ccccc1C(=O)OCc1cc(=O)n2nc(C3CC3)sc2n1)c1cccc(F)c1	104	-0.6
75	O=C(CSc1nc2c([nH]c3ccccc32)c(=O)n1-c1ccccc1)NCc1ccc(F)cc1	103	-1
76	O=C(COC(=O)c1cnccn1)c1ccc(C2CCCCC2)cc1	107	0.6
77	CCOC(=O)C1CCCN(S(=O)(=O)c2ccc3c4c(cccc24)C(=O)N3CC)C1 (stereo unspecified)	99	-0.3
78	O=[n+]1c2c(n([O-])c3c1CCCC3)CCCCC2	98	-0.4
79	Cc1cc2c(N3CCC(C(=O)O)CC3)ncnc2s1	104	0.1
80	CC1=NN(c2ccccc2)C(=O)/C1=C\c1ccc(N)cc1	99	-0.1
81	COc1ccc(-c2ccc(NS(=O)(=O)c3cc(C)c(C)cc3C)cc2)nn1	106	-0.1
82	C=CCc1cccc(C=Nc2cccn3cc(-c4ccccc4)nc23)c1O	98	-1.1
83	Cc1cccc(-c2cc(NC(=O)C(C)(C)C)n(-c3ccccc3)n2)c1	109	0.4
84	O=C(O)c1cc2ccccc2nc1Cl	76*	-2.8*
85	COc1ccccc1N1CCN(C(CNC(=O)C(=O)NCCCN(C)C)c2cccnc2)CC1 (stereo unspecified)	115	1.6
86	O=C1CC(c2ccccc2F)c2cc3c(cc2N1)CCC3 (stereo unspecified)	102	-0.2
87	COCC(=O)Nc1ccc2c(c1)OCC(=O)N2Cc1ccc(C)cc1	101	-0.3
88	Cc1ccc2c(=O)cc(C(=O)Nc3sc4c(c3C(=O)NCC3CCCO3)CCCC4)oc2c1C (stereo unspecified)	106	-0.2
89	NNC(=O)c1ccc(CSc2ccc(C(F)(F)F)cn2)o1	104	-0.1
90	COc1ccccc1NC(=O)C1=C(C)Nc2nnnn2C1c1ccc(C(F)(F)F)cc1 (stereo unspecified)	104	-0.2
91	Nc1c(-c2ccc3c(c2)OCCO3)oc2ccccc2c1=O	106	0.3
92	CCN(CC)C(=O)Cn1cc(SCC(N)=O)c2ccccc21	100	-0.4
93	O=C1C(=Cc2cccn2-c2ccc(O)cc2)C(=O)c2ccccc21	104	0.8
94	CCC(=O)Nc1cc(-c2cn3cccnc3n2)ccc1OC	112	1.3
95	O=C(O)c1cc(-c2ccccc2)nn1Cc1ccccc1	106	-0.4
96	COc1ccc(OC)c(NC(=O)C(CCSC)NS(=O)(=O)c2cccs2)c1 (stereo unspecified)	113	1.2
97	CCC(=O)Nc1ccccc1N1CCN(C)CC1	101	0.3
98	O=c1[nH]c(=O)n(-c2ccccc2F)c(O)c1C=NCCC1=CCCCC1	105	0.9
99	N#C/C(=C\c1ccc2c(c1)OCO2)C(=O)OCCN1CCCC1=O	110	0.6
100	COc1ccc(N=Cc2ccc(SC)cc2)cc1N	99	-0.9

Continuation.
cpd	Molecule	Polio RdRp inh	Polio RdRp inh FP z-score
101	Cc1cccc(OCCCn2c(CCNC(=O)C3CCCCC3)nc3ccccc32)c1	107	0
102	CN(c1ccccc1C(=O)NCc1ccco1)S(C)(=O)=O	98	-1
103	O=C(c1ccc2c(c1)N(Cc1ccc(F)cc1)C(=O)c1ccccc1S2=O)N1CCOCC1 (stereo unspecified)	108	0.4
104	CCn1c(C(=O)NCc2ccc(F)cc2)cc2oc3ccccc3c21	113	1.2
105	C/C(=N\NC1=NCCN1)c1ccc(C)cc1	103	0.4
106	C=CCn1c(SCC(=O)NC(C)(C#N)C(C)C)nc2ccccc2c1=O (stereo unspecified)	104	0.1
107	Cc1cc(NC(=O)c2cccc(S(=O)(=O)N3CCCCC3)c2)no1	100	-0.4
108	CCc1ccc(NC(=O)CSc2nnc(-c3cc4occc4n3C)n2-c2ccccc2C)cc1	114	0.7
109	CN(C)CCNC(=O)c1ccc(Br)s1	89*	-6.9*
110	O=C(Nc1cccc(F)c1)[C@@H](c1ccccc1)N1Cc2ccccc2C1=O	106	0.2
111	CC(C)(C)c1ccc(C(=O)N2CCC(c3nc(-c4ccc(Cl)cc4)no3)CC2)cc1	104	0.2
112	CCOc1ccc(S(=O)(=O)N/N=C2/C=C(C)CC2)cc1	101	0.1
113	Cc1cc(=O)cc(C)n1-c1ccc(Cl)cc1Cl	102	-0.1
114	COc1cc(NC(=O)CSc2nc(-c3ccco3)cc(C(F)(F)F)n2)cc(OC)c1OC	106	0.4
115	Cc1ccc(-c2cn3nc(C(C)C)sc3n2)cc1C	102	0.1
116	COc1ccccc1C(=O)N1CCC(c2c[nH]c3ccccc23)(c2c[nH]c3ccccc23)CC1	112	1.7
117	NC(=O)N/N=C/c1ccc(-c2ccc(SC(F)F)cc2)o1	96	-0.4
118	Oc1ccc2ccccc2c1C=Nc1c(F)c(F)c(F)c(F)c1F	102	0.3
119	Cc1ccc(NC(=O)C2CCC(CNS(=O)(=O)c3cccc4nsnc34)CC2)c(C)c1 (stereo unspecified)	111	1.8
120	Cc1ccc(CNC(=O)c2cc3c(s2)-c2ccc(Cl)cc2SC3)cc1	106	0
121	O=C(CN1CCN(c2ccc(O)cc2)CC1)NC1CCCc2ccccc21 (stereo unspecified)	103	-0.1
122	COC(=O)c1ccccc1NC(=O)N1CCC(n2c(C)nc3cccnc32)CC1	102	-1
123	CC1Cc2ccccc2N1C(=O)c1ccc2c(c1)OCO2 (stereo unspecified)	100	0
124	O=C(Cn1cnc2c(oc3ccccc32)c1=O)N1CCCc2ccccc21	99	-0.7
125	Cc1ccc(/C=C/C(=O)Nc2ccc3nc(N4CCC(C)CC4)cc(C)c3c2)cc1	109	1.4

3 entries from above, with two lines to a compound.
Results follow in this order: Polio RdRp inh | Polio RdRp inh FP z-score
[123] CC1Cc2ccccc2N1C(=O)c1ccc2c(c1)OCO2 (stereo unspecified)
 : 100 | 0
[124] O=C(Cn1cnc2c(oc3ccccc32)c1=O)N1CCCc2ccccc21
 : 99 | -0.7
[125] Cc1ccc(/C=C/C(=O)Nc2ccc3nc(N4CCC(C)CC4)cc(C)c3c2)cc1
 : 109 | 1.4

In another format: entries from further up
Order of results – Polio RdRp inh, Polio RdRp inh FP z-score
113	Cc1cc(=O)cc(C)n1-c1ccc(Cl)cc1Cl
 : 102, -0.1
114	COc1cc(NC(=O)CSc2nc(-c3ccco3)cc(C(F)(F)F)n2)cc(OC)c1OC
 : 106, 0.4
115	Cc1ccc(-c2cn3nc(C(C)C)sc3n2)cc1C
 : 102, 0.1
116	COc1ccccc1C(=O)N1CCC(c2c[nH]c3ccccc23)(c2c[nH]c3ccccc23)CC1
 : 112, 1.7
117	NC(=O)N/N=C/c1ccc(-c2ccc(SC(F)F)cc2)o1
 : 96, -0.4
118	Oc1ccc2ccccc2c1C=Nc1c(F)c(F)c(F)c(F)c1F
 : 102, 0.3
119	Cc1ccc(NC(=O)C2CCC(CNS(=O)(=O)c3cccc4nsnc34)CC2)c(C)c1 (stereo unspecified)
 : 111, 1.8

Screens deposited in PubChem by ICCB-Longwood Screening Facility, Harvard Medical School.

Not all compounds are listed; count on the stated rates, not on these rows.
